High-throughput results as filed in PubChem BioAssay.
TRPC6 act: mouse TRPC6 channel activators, primary screen, cell-based, HEK293, membrane potential dye; Short transient receptor potential channel 6 (Mus musculus), Q61143; HEK293-TRPC6 membrane potential dye fluorescence; active compounds read high; B-score at 10 µM; 310,000 compounds, 0.13% hits; AID 2550, 2010;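 active = B-score of the integrated fluorescence ratio above library mean plus 3 SD, and starting fluorescence ratio within library mean plus 5 SD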;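 note: higher score means more depolarization so channel activation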
MrgX1 PAM: positive allosteric modulators of MrgX1, primary screen, HEK293 cells, Fluo-4 calcium flux | Mas-related G-protein coupled receptor member X1 (Homo sapiens), Q96LB2 | B-score at 10 µM | FDSS; active compounds read high | 310,000 compounds, 0.63% hits;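 active = plate-corrected calcium response at least 3 library SD above typical, normal starting fluorescence, not activating the receptor alone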;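 note: compound read alongside a low EC10 to EC30 dose of BAM8-22 agonist; peak minus trough fluorescence over baseline measured at the second addition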
Target sequence (Q96LB2 whole entry, looked up): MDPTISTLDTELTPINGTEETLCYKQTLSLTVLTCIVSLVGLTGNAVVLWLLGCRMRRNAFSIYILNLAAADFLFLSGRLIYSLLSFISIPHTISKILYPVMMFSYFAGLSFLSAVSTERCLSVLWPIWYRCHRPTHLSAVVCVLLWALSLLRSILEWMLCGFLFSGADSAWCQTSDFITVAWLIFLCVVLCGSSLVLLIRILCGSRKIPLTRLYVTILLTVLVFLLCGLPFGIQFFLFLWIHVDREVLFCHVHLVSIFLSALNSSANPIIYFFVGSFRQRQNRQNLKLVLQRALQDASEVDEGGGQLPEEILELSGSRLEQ
TRPC6 inh: mouse TRPC6 channel inhibitors, primary screen, cell-based, HEK293, membrane potential dye | ACh-evoked depolarization; active compounds read low | Short transient receptor potential channel 6 (Mus musculus), Q61143 | B-score at 10 µM | 310,000 compounds, 1.1% hits;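 active = B-score under library mean minus 3 SD, initial fluorescence not abnormally high, positive integrated signal ratio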;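 note: B-score derived from integrated fluorescence ratio over the kinetic read; more negative B-score means stronger inhibition of depolarization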
ANO1 block: TMEM16A chloride channel inhibitors, primary screen, cell-based, HTS. normalized B-score (activity score, 25-100; higher = stronger inhibition) at 10 µM. 310,000 compounds, 1.2% hits. HEK293 TMEM16A/YFP iodide influx fluorescence, ionomycin;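 active = ratio plate-corrected score three or more library SD toward inhibition, starting fluorescence score within five deviations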;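 note: score derived from kinetic fluorescence span divided by baseline fluorescence per well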
SKKanGAS inh: S. pyogenes SKKanGAS growth inhibitors in kanamycin, primary screen, streptokinase expression inhibitor project, SKKanGAS strain, BacTiter-Glo luminescence | 6 h | inhibition, % at 7.5 µM | 300,000 compounds, 1.3% hits | AID 1662, 2009;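 active = mean replicate score, as percent of positive control median, at least 50; inconclusive = mean below 50 but one replicate at or above 50; inactive = mean and every replicate below 50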;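 note: strain carries kanamycin resistance gene driven by streptokinase promoter and grows in 40 µg/ml kanamycin; loss of luminescence reflects streptokinase promoter inhibition or plain growth inhibition; 0% = median of DMSO wells and 100% = positive control at its reference dose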
MrgX1 antagonist: antagonists of human MrgX1 receptor, primary screen, HEK293 cells, Fluo-4 calcium flux; B-score at 10 µM; 310,000 compounds, 1.3% hits; Mas-related G-protein coupled receptor member X1 (Homo sapiens), Q96LB2; BAM8-22 antagonism; active compounds read low; AID 588676, 2011;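 active = calcium-response B-score plate-corrected more than 3 library SD below zero, starting fluorescence within 5 deviations, no agonist response on first addition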;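 note: peak minus trough fluorescence over baseline after final BAM8-22 challenge near maximal dose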
MrgX1 ag: agonists of human MrgX1 receptor, primary screen, HEK293 cells, Fluo-4 calcium flux; Mas-related G-protein coupled receptor member X1 (Homo sapiens), Q96LB2; Fluo-4 calcium fluorescence, agonist mode; active compounds read high; B-score at 10 µM; 310,000 compounds, 0.44% hits;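 active = calcium response B-score plate-corrected fluorescence ratio at least 3 library SD, with starting fluorescence B-score inside 5 SD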
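System – MrgX1-expressing HEK293 cells · Incubation – cells plated overnight, dye loaded 0.5 h 37 °C, 0.5 h room temperature · Technique – kinetic Fluo-4 NW fluorescence of intracellular calcium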
HDAC3 inhib: HDAC3 deacetylase inhibitors, primary screen, biochemical, fluorescence, cell-free homogeneous. Histone deacetylase 3 (Homo sapiens), O15379. recombinant HDAC3, fluorogenic peptide/trypsin coupled. inhibition, % at 8.3 µM. 320,000 compounds, 0.15% hits; in the data active = inhibition above about 26%, passing the limit was not always enough; inconclusive = no clear call, values can overlap the other calls
Target sequence (O15379 whole entry, looked up): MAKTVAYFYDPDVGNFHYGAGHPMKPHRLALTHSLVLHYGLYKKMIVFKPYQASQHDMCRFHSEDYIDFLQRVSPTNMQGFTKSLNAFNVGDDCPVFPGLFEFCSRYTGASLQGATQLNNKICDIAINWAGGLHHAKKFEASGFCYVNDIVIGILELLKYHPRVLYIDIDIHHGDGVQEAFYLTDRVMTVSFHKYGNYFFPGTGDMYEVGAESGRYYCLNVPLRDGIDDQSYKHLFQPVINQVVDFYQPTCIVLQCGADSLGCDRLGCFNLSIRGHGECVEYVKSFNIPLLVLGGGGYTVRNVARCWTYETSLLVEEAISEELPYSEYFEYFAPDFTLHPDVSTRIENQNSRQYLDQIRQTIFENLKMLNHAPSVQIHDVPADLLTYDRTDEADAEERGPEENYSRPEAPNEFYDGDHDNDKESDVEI
ANO1 activ: TMEM16A chloride channel activators or potentiators, primary screen, cell-based, HTS; B-score at 10 µM; Anoctamin-1 (Mus musculus), Q8BHY3; 340,000 compounds, 0.3% hits; AID 623877, 2012; HEK293 TMEM16A/YFP-H148Q/I152L, iodide quench fluorescence; active compounds read low;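 active = fluorescence-ratio B-score plate-corrected deviation score at least 3 library SD below zero, with starting fluorescence score within 5 deviations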;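 note: channel opened by trigger with iodide after compound preincubation; score built on the fluorescence ratio of max minus min over baseline; more negative score means more quench and so TMEM16A activation or potentiation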
RGS4 inh: RGS4 inhibitors, primary screen, cell-based, HEK293 M3R inducible RGS4, calcium flux; AID 463165, 2010; B-score at 10 µM; 310,000 compounds, 0.45% hits; Fluo-4 calcium flux; active compounds read high; triggered by carbachol at its EC20;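 active = B-score, a plate-corrected calcium signal, over three deviations above library mean, with baseline fluorescence within five deviations of library mean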;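 note: RGS4 expression induced by doxycycline in cells with stable M3 receptor; B-score is computed from the integrated fluorescence ratio over baseline after carbachol; higher B-score means a larger calcium signal and so more RGS4 inhibition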
Target sequence (P49798 whole entry, looked up): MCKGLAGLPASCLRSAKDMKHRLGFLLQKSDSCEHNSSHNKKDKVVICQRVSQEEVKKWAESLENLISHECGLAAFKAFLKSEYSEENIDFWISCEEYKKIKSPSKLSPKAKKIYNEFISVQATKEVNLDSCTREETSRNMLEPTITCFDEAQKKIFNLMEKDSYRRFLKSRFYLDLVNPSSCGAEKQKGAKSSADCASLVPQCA
RGS4 pot: RGS4 potentiators or activators, primary screen, cell-based, HEK293 M3R inducible RGS4, calcium flux. carbachol calcium flux Fluo4; active compounds read low. B-score at 10 µM. 310,000 compounds, 0.92% hits. AID 463111, 2010;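 active = B-score of the integrated calcium signal more than 4 SD below the library mean, with starting fluorescence not abnormally high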;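 note: negative B-score means reduced calcium response which marks RGS4 activation or potentiation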
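System: HEK293 FlpIn-TREx cells, stable M3R, doxycycline-inducible RGS4. Timing: overnight RGS4 induction, 30 min dye load 37 °C, 20 min compound RT. Also added: carbachol, ECmax concentration. Measured by: Fluo4 fluorescence kinetic imaging of calcium. Evaluation: integrated calcium ratio converted to B score.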
Starred values were filed as active, the others as inactive; i = inactive; ? = inconclusive; . = no result given.

Molecule | TRPC6 act | MrgX1 PAM | TRPC6 inh | ANO1 block | SKKanGAS inh | MrgX1 antagonist | MrgX1 ag | HDAC3 inhib | ANO1 activ | RGS4 inh | RGS4 pot
COc1ccc2[nH]c(C(=O)Nc3ncc(C)cc3Br)cc2c1 | i | i | i | i | -7.6 | i | i | -2.2 | i | i | i
Cc1ccnc(NC(=O)/C=C/c2cccs2)c1 | i | i | i | i | -1.6 | i | i | 6.4 | i | i | i
CCOc1ccccc1C(=O)N1CCN(C(c2ccccc2)c2ccccc2)CC1 | i | i | i | i | -17.9 | i | i | 5.8 | i | i | i
COc1cc(C(=O)OC(C)C(=O)NC2CCCCC2C)c([N+](=O)[O-])cc1OC (stereo not drawn) | i | i | i | i | -15.6 | i | i | -1.4 | i | i | i
O=C(NC1(C(F)(F)F)N=C2SCCN2C1=O)c1cccnc1 (stereo not drawn) | i | i | i | i | -6.3 | i | i | 5.1 | i | i | i
CCCN(CCC)CCCNC(=O)CNC(=O)c1nn(-c2ccc(OC)cc2)c(=O)c2ccccc12 | i | i | i | i | -2.6 | i | i | -3.1 | i | i | i
COc1ccc(C(=O)N(CN2CCCC2=O)c2ccccc2OC)cc1OC | i | i | i | i | -5.4 | i | i | -0.9 | i | i | i
Cc1cc(C)c(NC(=O)CS(=O)CC(=O)Nc2ccc(N3CCOCC3)cc2)c(C)c1 (stereo not drawn) | i | i | i | i | -5.4 | i | i | 9.1 | i | i | i
O=C(CCC1CCCN(Cc2ccc3c(c2)CCO3)C1)NCc1ccc(F)c(F)c1 (stereo not drawn) | i | i | i | i | 4.2 | i | i | -3.0 | i | i | i
Cc1ccc(SCC(=O)N2CCOCC2)cc1 | i | i | i | i | -1.8 | i | i | -6.4 | i | i | i
COC(=O)COc1cccc2c(=O)n(CC(=O)NCCc3ccc(OC)c(OC)c3)ccc12 | i | i | i | i | -5.0 | i | i | . | i | i | i
O=C(C[n+]1ccc(/C=N/O)cc1)NCc1ccccc1 | i | i | i | i | 5.7 | i | i | -5.2 | i | i | i
O=C(NCC1CCCO1)C1CCN(C2CCN(C(=O)Cc3ccsc3)CC2)CC1 (stereo not drawn) | i | i | i | i | 11.5 | i | i | -0.6 | i | i | i
CCC(C)N(NC(C)=O)c1nc(Cl)nc(NC(C)(C)C)n1 (stereo not drawn) | i | i | i | i | -3.0 | i | i | -8.3 | i | i | i
CN(C)c1ccc(/C=N/NC(=S)NCc2ccco2)cc1 | i | i | i | i | -7.2 | i | i | -4.3 | i | i | i
O=C(Cc1ccccc1)NNc1c2ccccc2nc2ccccc12 | i | i | i | i | 28.3 | i | i | 2.8 | i | i | i
O=C(COC(=O)CCN1C(=O)c2cccc([N+](=O)[O-])c2C1=O)NC1CCS(=O)(=O)C1 (stereo not drawn) | i | i | i | i | 0.1 | i | i | . | i | i | i
COc1ccc(CNC(=O)C(=O)NCc2ccncc2)cc1 | i | i | i | i | -2.6 | i | i | -1.1 | i | i | i
Cc1cccc(/C=N/Nc2cc(N3CCOCC3)nc(N3CCOCC3)n2)c1 | i | i | i | i | -8.6 | i | i | 6.1 | i | i | i
COc1ccc(C(=O)N(Cc2ccco2)Cc2cccs2)c(O)c1 | i | i | i | i | 6.3 | i | i | 4.7 | i | i | i
COC(=O)COc1cc2ccccc2cc1C(=O)Nc1ccccc1 | i | i | i | i | -2.8 | i | i | -0.3 | i | i | i
COc1ccccc1NC1=C(Cl)C(=O)N(c2ccccc2)C1=O | i | 10.9* | i | i | -7.7 | i | i | 2.9 | i | i | i
NC(=O)COC(=O)c1oc2ccccc2c1CSc1ccc(Cl)cc1 | i | i | i | i | 3.9 | i | i | 12.4 | i | i | i
CCOC(=O)N1CCN(C(c2ccc(F)cc2)c2sc3nc(C)nn3c2O)CC1 (stereo not drawn) | i | i | i | i | -4.1 | i | i | . | i | i | i
CCN(CC(=O)Nc1c(F)cccc1F)C(=O)/C=C/c1ccc(C)o1 | i | i | i | i | -12.2 | i | i | 8.1 | i | i | i
O=C(NCc1cccnc1)C(=O)NCC1OCCN1S(=O)(=O)c1ccccc1 (stereo not drawn) | i | i | i | i | -2.6 | i | i | 4.0 | i | i | i
Cc1cccc(NC(=O)C(C)N2C(=O)c3ccccc3S2(=O)=O)n1 (stereo not drawn) | i | i | i | i | -1.1 | i | i | 5.1 | i | i | i
COc1ccc(NC(=O)/C(C#N)=C/c2ccc(Sc3nncn3C)c([N+](=O)[O-])c2)cc1 | i | i | i | i | -6.4 | i | i | 6.1 | i | 6.85* | i
COc1ccc(-c2nc(C#N)c(NCCc3ccccc3)o2)cc1 | i | i | i | i | -5.6 | i | i | -1.6 | i | i | i
CCCn1c(SCC(=O)N2CCCc3ccccc32)nnc1-c1ccco1 | i | i | i | i | -0.4 | i | i | ? | i | i | i
CCC(C)(C(=O)Nc1ccccc1C)N(C(=O)CNC(C)=O)c1ccc(C)cc1 (stereo not drawn) | i | i | i | i | 12.4 | i | i | 5.7 | i | i | i
Cc1ccc(S(=O)(=O)CC(=O)Nc2nccs2)cc1 | i | i | i | i | -0.8 | i | i | 0.0 | i | i | i
Cc1ccc(C(=O)NNC(=O)C2CSC3(C)CCC(=O)N23)cc1 (stereo not drawn) | i | i | i | i | -10.8 | i | i | 2.0 | i | i | i
CC(=O)Nc1ccc(S(=O)(=O)N2CCNC(=O)CC2)cc1 | i | i | i | i | -0.8 | i | i | -3.3 | i | i | i
Cc1noc(C)c1COC(=O)c1ccc2ccccc2n1 | i | i | i | i | 3.5 | i | i | -2.4 | i | i | i
O=C(NCC1CCCO1)C(=O)NCC(c1ccco1)N1CCN(c2ccc(F)cc2)CC1 (stereo not drawn) | i | i | i | i | -2.8 | i | i | 0.8 | i | i | i
Cc1cc(NC(=O)CSc2nc(Cc3ccccc3)c(C)[nH]2)no1 | i | i | i | i | 0.8 | i | i | 0.7 | i | i | i
O=c1sc2ccccc2c(N2CCCC2)c1[N+](=O)[O-] | i | i | i | i | -0.3 | i | i | -7.5 | i | i | i
O=S(=O)(c1cccs1)N1CCN(c2ccccc2Cl)CC1 | i | i | i | i | 0.8 | i | i | -1.0 | i | i | i
CCCn1ncc(OC)c(Cl)c1=O | i | i | i | i | 3.3 | i | i | 2.5 | i | i | i
COc1ccccc1OCc1cc(C(=O)N2CC3C[C@@H]4CC2C[C@H](C3)C4)no1 | i | i | i | i | -4.8 | i | i | 5.0 | i | i | i
COc1ccc(CN=Cc2c(O)[nH]c3ccccc23)cc1 | i | i | i | i | -19.5 | i | i | 7.5 | i | i | i
O=C(NCc1ccccc1Cl)C1CCCN(S(=O)(=O)c2cnc[nH]2)C1 (stereo not drawn) | i | i | i | i | 1.4 | i | i | 2.1 | i | i | i
CCOCC(=O)Nc1nnc(COc2ccc(Cl)cc2)s1 | i | i | i | i | -2.1 | i | i | -7.1 | i | i | i
COc1ccc(-n2c(Cn3c(=O)sc4ccccc43)nnc2SCC(=O)N2CCCC2)cc1 | . | i | . | i | . | i | i | -3.1 | i | . | .
COc1ccc(S(=O)(=O)NC(N)=NCCc2ccc(OC)c(OC)c2)cc1 | i | i | i | i | -9.1 | -7.38* | i | 6.5 | . | i | i
CC(C(=O)OCC(=O)c1cccc([N+](=O)[O-])c1)N1C(=O)C2C3C=CC(C3)C2C1=O (stereo not drawn) | i | i | i | i | -0.3 | i | i | 2.0 | i | i | i
COc1cc(CNC2CCCCCCC2)cc(Br)c1OCC#N | i | i | i | i | 13.1 | i | i | -1.3 | i | i | i
C=CCN1C(=O)C2(OCCCO2)c2cc(C)ccc21 | i | i | i | i | 3.0 | i | i | -9.3 | i | i | i
COc1ccc(N(CC(=O)Nc2nccs2)S(=O)(=O)c2c(C)[nH]c(=O)[nH]c2=O)cc1 | i | i | i | i | -1.0 | i | i | 6.4 | i | i | i
O=C(NCCCNC(=O)c1cnccn1)c1ccc(Br)cc1 | i | i | i | i | 5.8 | i | i | 4.2 | i | i | i
CCn1c(SCC(=O)Nc2cc3oc4ccccc4c3cc2OC)nnc1-c1cccs1 | i | i | i | i | 5.9 | i | i | 4.8 | i | i | i
Nc1cccnc1Sc1cc(Cl)c(Cl)cc1Cl | i | i | i | i | 27.7 | -6.49* | i | 1.0 | i | i | i
CCc1c(C)sc(NC(=O)C2CCCCC2C(=O)O)c1C(N)=O (stereo not drawn) | i | i | i | i | 4.6 | i | i | 4.1 | i | i | i
O=C(Nc1ccccc1)c1ccc(S(=O)(=O)N2CCC(C(=O)O)CC2)cc1 | i | i | i | i | -1.9 | i | i | 5.9 | i | i | i
COC(=O)[C@H]1Cc2c([nH]c3ccccc23)[C@H](c2ccccc2)N1 | i | i | i | i | 9.3 | i | i | 2.2 | i | i | i
COCCn1nnnc1C(c1cccs1)N1CCCC(C)C1 (stereo not drawn) | i | i | i | i | 1.5 | i | i | . | i | i | i
O=C(Cc1ccc(Cl)cc1)Nc1ccccc1N1CCOCC1 | i | i | i | i | 6.2 | i | i | -3.9 | i | i | i
